RAD52 anneal inh – blocks human RAD52 DNA annealing; AID 651710; P43351; hit rate 0.46% among 360,000; recombinant RAD52 DNA annealing, FRET fluorescence; inhibition, % at 18.7 µM;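 active = every replicate showing at least 50% inhibition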
Target sequence (P43351 whole entry, looked up): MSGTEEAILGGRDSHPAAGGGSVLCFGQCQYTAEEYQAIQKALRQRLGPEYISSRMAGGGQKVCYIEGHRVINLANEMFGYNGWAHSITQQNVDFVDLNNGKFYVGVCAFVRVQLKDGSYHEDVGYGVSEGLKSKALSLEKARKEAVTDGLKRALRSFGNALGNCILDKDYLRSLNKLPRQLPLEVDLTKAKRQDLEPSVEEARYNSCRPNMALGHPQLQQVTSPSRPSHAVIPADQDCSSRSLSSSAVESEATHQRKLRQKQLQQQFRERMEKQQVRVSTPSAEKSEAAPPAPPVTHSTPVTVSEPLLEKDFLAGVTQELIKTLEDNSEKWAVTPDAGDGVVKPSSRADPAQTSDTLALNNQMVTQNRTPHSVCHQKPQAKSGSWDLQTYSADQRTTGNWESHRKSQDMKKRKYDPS
Xi reactivation – X-chromosome reactivation activator | XiGFP mouse fibroblasts, % GFP-positive cells imaging, 3 d; cells co-treated with 5-aza-dC sensitizer; scaled so ellipticine positive control = 100% | activation, % at 7.58 µM | hit rate 0.055% among 360,000;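 active = mean normalized replicate activation at least 10% and every replicate at or above 10%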;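 note: 0% = median of on-plate neutral control wells and 100% = ellipticine 6 µM median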
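material = 68-5-11 XiGFP fibroblast line | medium = DMEM plus 5-aza-dC sensitizer | schedule = 3 days compound exposure | benchmarks = positive control ellipticine, 6 µM final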
E-selectin induc – induces E-selectin expression in human endothelial cells; hit rate 0.37% among 260,000; HUVEC E-selectin immunofluorescence imaging; normalized: neutral wells 0, TNF-alpha wells 100; P16581; activation, % at 7.58 µM;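 active = mean E-selectin-positive cell signal at least 10% of the positive control, reached in at least 60% of replicates, without over 20% cell loss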;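 note: in these data hits start at about 27%; measured in HUVEC primary endothelial cells; signal is the percent of cells scored E-selectin positive by PE staining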
Target sequence (P16581 whole entry, looked up): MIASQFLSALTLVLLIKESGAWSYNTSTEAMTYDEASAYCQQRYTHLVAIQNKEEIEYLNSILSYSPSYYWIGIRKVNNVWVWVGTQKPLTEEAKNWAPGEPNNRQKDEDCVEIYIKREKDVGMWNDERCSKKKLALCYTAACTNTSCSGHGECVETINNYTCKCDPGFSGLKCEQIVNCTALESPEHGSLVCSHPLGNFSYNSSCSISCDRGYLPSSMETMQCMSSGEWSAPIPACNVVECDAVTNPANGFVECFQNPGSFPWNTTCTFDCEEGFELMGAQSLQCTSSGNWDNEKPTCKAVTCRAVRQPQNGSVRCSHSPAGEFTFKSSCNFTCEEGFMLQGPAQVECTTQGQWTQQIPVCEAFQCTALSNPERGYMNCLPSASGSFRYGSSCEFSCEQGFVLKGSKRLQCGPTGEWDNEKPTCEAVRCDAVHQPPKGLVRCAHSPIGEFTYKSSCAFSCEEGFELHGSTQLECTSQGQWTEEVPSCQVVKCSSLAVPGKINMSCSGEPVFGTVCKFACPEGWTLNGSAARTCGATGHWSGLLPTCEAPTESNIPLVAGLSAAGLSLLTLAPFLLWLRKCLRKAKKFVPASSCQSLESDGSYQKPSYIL
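System: HUVEC, human umbilical vein endothelial cells; quantity: 3,000 cells/well; buffer or medium: EGM-2 medium, gelatin-coated wells; dosing: single-point compound dose; detection: immunofluorescence imaging; evaluation: % PE-positive cells; benchmarks: TNF-alpha, DMSO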
S100A4 MyoIIA – S100A4-myosin IIA interaction inhibition | inhibition, % at 10.7 µM | S100A4/TAMRA-MyoIIA peptide fluorescence polarization | P26447 | hit rate 0.14% among 360,000 | AID 652163;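 active = mean inhibition of at least 70% across replicates, with every replicate also reaching that level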
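incubation = readout 5 min after mixing, signal stable up to 60 min | system = S100A4 monomer protein | buffer or medium = HEPES pH 7.2 with CaCl2, KCl, NaCl, DTT, Triton | benchmarks = neutral control DMSO, positive control TFP | also added = fluorescent myosin IIA peptide, 5 nM | compound dosing = one concentration per compound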
EWS-Fli block – blocks EWS/Fli oncoprotein-driven transcription; A673 NR0B1-luciferase reporter, viability-normalised; inhibition, % at 12.6 µM; hit rate 0.67% among 350,000; AID 651661;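 active = mean inhibition of at least 50% after viability correction, with every replicate also passing that limit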;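 note: firefly luciferase signal divided by Alamar Blue viability fluorescence both relative to DMSO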
FN deposition inh – fibronectin deposition inhibition | hit rate 0.086% among 350,000 | AH1F fibroblasts, Alexa488-fibronectin deposition fluorescence, overnight | inhibition, % at 12.6 µM;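 active = mean inhibition across replicates of 30% or more, regardless of how many single replicates reach that level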;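 note: positive control wells lacked labelled fibronectin entirely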
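Material: AH1F fibroblasts assembling fluorescent fibronectin matrix; amount: 10000 AH1F cells/well; medium: DMEM, 2% serum; reagent: Alexa488-fibronectin, 24 nM final in well; dosing: single compound dose, delivered by pin transfer; incubation: 1 h adhesion, overnight exposure; detection: fluorescence after three HBSS washes, excitation 485 nm, emission 525 nm; measure: fibronectin deposition inhibition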
esBAF inh – SWI/SNF esBAF complex inhibition; mouse ES cells, Bmi1-luciferase knock-in reporter, 24 h; 100% = twice the neutral-well signal; hit rate 2% among 350,000; reporter increase, % at 12.5 µM; in the data active = activation above about 40%;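 note: 0% = median of the plate's neutral control wells and 100% = double that signal; a rise in the Bmi1 reporter signal indicates esBAF inhibition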
RAD54 branch – blocks human RAD54 Holliday junction branch migration; Q92698; FAM/BHQ fluorescence; inhibition, % at 10.4 µM; hit rate 0.14% among 360,000;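 active = mean normalized replicate activity at least 40 and at least half of replicates scoring 40 or more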;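 note: 0% = median of neutral control wells and 100% = median of positive control wells; inhibitors cause a drop in the FAM fluorescence signal; in these data hits start at about 50%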
* hit, by the source's call.

COC(=O)c1ccc(Cn2c(O)c(N=NC(N)=S)c3ccccc32)o1 was read as RAD52 anneal inh -5, Xi reactivation 0.6, E-selectin induc -0.1, S100A4 MyoIIA -3, EWS-Fli block 21, FN deposition inh 0 and esBAF inh -4.
Screening Cc1ccc2nc(SCC(=O)Nc3cccc4ccccc34)nc(=O)n2c1 returned RAD52 anneal inh -8, Xi reactivation -0.1, E-selectin induc 0.8, S100A4 MyoIIA 15, EWS-Fli block 18, esBAF inh -6 and RAD54 branch 10.
O=C(C[C@H]1C[C@@H]2c3cc(NS(=O)(=O)c4ccc(F)cc4)ccc3O[C@@H]2[C@@H](CO)O1)NC1CCCCC1 was read as RAD52 anneal inh 11, Xi reactivation 0.1, E-selectin induc -0.4, S100A4 MyoIIA 10, EWS-Fli block 0, esBAF inh 20 and RAD54 branch -15.
`CCN1[C@@H]2c3ccc(-c4ccccc4F)c(=O)n3C[C@@H]2[C@@H](CO)[C@@H]1C(=O)NC1CCCC1` gave RAD52 anneal inh -3, Xi reactivation 0.1, E-selectin induc 0.2, S100A4 MyoIIA -4, EWS-Fli block 1, esBAF inh 2 and RAD54 branch 10.
For O=C(C[C@@H]1C=C[C@@H](NS(=O)(=O)c2ccccc2)[C@@H](CO)O1)NCc1ccncn1 the results were RAD52 anneal inh -11, Xi reactivation -0.2, E-selectin induc -0.2, S100A4 MyoIIA 9, EWS-Fli block -3, esBAF inh -3 and RAD54 branch -5.
Screening COc1ccccc1NS(=O)(=O)c1cccc(NC(=O)c2cncc(Br)c2)c1 returned RAD52 anneal inh -14, Xi reactivation 0.0, E-selectin induc 0.5, S100A4 MyoIIA -7, EWS-Fli block -23, FN deposition inh 2, esBAF inh 5 and RAD54 branch -3.
Screening Cc1cc(C)n(C(=O)CNC(=O)c2ccc(C(C)(C)C)cc2)n1 returned RAD52 anneal inh -6, Xi reactivation 0.0, S100A4 MyoIIA 3, FN deposition inh -3, esBAF inh 16 and RAD54 branch -4.
O=C(NCCN1CCCCC1)[C@H]1N[C@H]2c3ccc(-c4cccnc4)c(=O)n3C[C@H]2[C@@H]1CO was read as Xi reactivation 0.4, E-selectin induc 0.7, EWS-Fli block -5, FN deposition inh -12, esBAF inh 6 and RAD54 branch -1.
Screening O=C(Nc1ccc(Cl)cc1)Nc1ccc(S(=O)(=O)Nc2ncccn2)cc1 returned RAD52 anneal inh -1, Xi reactivation 0.0, S100A4 MyoIIA -4, EWS-Fli block -6 and FN deposition inh 10.
`COc1ccc(-c2coc3cc(O)c(OC)cc3c2=O)cc1` gave RAD52 anneal inh -17, Xi reactivation -0.1, E-selectin induc -0.1, S100A4 MyoIIA 3, EWS-Fli block -51, FN deposition inh -18, esBAF inh 23 and RAD54 branch 0.
COc1ccccc1CCC(=O)N(C)CC(=O)Nc1ccc(F)cc1 was read as RAD52 anneal inh -7, Xi reactivation 0.3, S100A4 MyoIIA 0, EWS-Fli block 6, FN deposition inh 6, esBAF inh -6 and RAD54 branch 7.
For Cc1cccc(C#Cc2ccccc2)n1 the results were RAD52 anneal inh -11, Xi reactivation 0.0, E-selectin induc 1.4, S100A4 MyoIIA 1, EWS-Fli block -64, FN deposition inh -2, esBAF inh 11 and RAD54 branch -16.
Screening CCOC(=O)CSc1nc2sc3c(c2c(=O)n1-c1ccccc1)CCN(C)C3 returned RAD52 anneal inh 3, Xi reactivation 0.0, S100A4 MyoIIA -3, EWS-Fli block 1, FN deposition inh 1, esBAF inh 5 and RAD54 branch 24.
Screening Cn1ccc(C(=O)N/N=C/c2cccnc2)n1 returned RAD52 anneal inh 5, Xi reactivation 0.0, E-selectin induc 0.0, S100A4 MyoIIA 1, EWS-Fli block -2, FN deposition inh -3, esBAF inh 1 and RAD54 branch 3.
`CC1Sc2ccc(S(=O)(=O)NCCc3ccccc3)cc2NC1=O` (configuration not stated) gave RAD52 anneal inh -13, Xi reactivation 0.0, S100A4 MyoIIA -4, FN deposition inh -4, esBAF inh 3 and RAD54 branch 1.
For CCOC(=O)N1CCN(C(=O)COc2ccc3oc4c(c3c2)CCCC4)CC1 the results were RAD52 anneal inh -11, Xi reactivation 0.0, E-selectin induc 0.0, S100A4 MyoIIA -3, EWS-Fli block 2, FN deposition inh 8, esBAF inh 3 and RAD54 branch -6.
Cc1ccc(NC(=O)c2cccc(NC3=NC4CS(=O)(=O)CC4S3)c2)cc1 (configuration not stated) was read as RAD52 anneal inh -7, Xi reactivation 0.0, S100A4 MyoIIA -6, EWS-Fli block -8, FN deposition inh 1, esBAF inh -1 and RAD54 branch 2.
Screening CN1CCN(Cc2coc3c(Cl)cc(Cl)cc3c2=O)CC1 returned RAD52 anneal inh -13, Xi reactivation 0.3, S100A4 MyoIIA -23, EWS-Fli block 16, FN deposition inh 0, esBAF inh -2 and RAD54 branch 16.
CC(=O)NC(Nc1nc2c(s1)CCCC2)(C(F)(F)F)C(F)(F)F was read as Xi reactivation 0.1, FN deposition inh -9, esBAF inh -4 and RAD54 branch -5.
COc1ccc(C2(C(=O)Nc3ccc(C)cc3)CCOCC2)cc1 was read as RAD52 anneal inh -10, Xi reactivation 0.1, S100A4 MyoIIA 3, EWS-Fli block -9, esBAF inh -1 and RAD54 branch -1.

The final two entries of the part above are carried over, then new ones follow.
CC(=O)NC(Nc1nc2c(s1)CCCC2)(C(F)(F)F)C(F)(F)F was read as Xi reactivation 0.1, FN deposition inh -9, esBAF inh -4 and RAD54 branch -5.
COc1ccc(C2(C(=O)Nc3ccc(C)cc3)CCOCC2)cc1 was read as RAD52 anneal inh -10, Xi reactivation 0.1, S100A4 MyoIIA 3, EWS-Fli block -9, esBAF inh -1 and RAD54 branch -1.
`COc1ccc(C(=O)C2CCCN(Cc3sc(N4CCCC4)nc3Cl)C2)c(OC)c1` (configuration not stated) gave RAD52 anneal inh -13, Xi reactivation -0.1, S100A4 MyoIIA 6, EWS-Fli block 12 and FN deposition inh -1.
For C[C@H]1CN([C@@H](C)CO)C(=O)c2cc(NC(=O)Cc3ccccc3)ccc2O[C@H]1CN(C)C(=O)Nc1cccc2ccccc12 the results were RAD52 anneal inh 15, Xi reactivation 0.1, E-selectin induc -4.0, S100A4 MyoIIA 2, EWS-Fli block -4, esBAF inh 1 and RAD54 branch 0.
`O=C(C[C@@H]1C=C[C@H](NS(=O)(=O)c2ccc(F)cc2)[C@H](CO)O1)N1CCC(Cc2ccccc2)CC1` gave RAD52 anneal inh 1, Xi reactivation -0.4, E-selectin induc 0.0, S100A4 MyoIIA 0, EWS-Fli block -6, FN deposition inh 9, esBAF inh -9 and RAD54 branch 4.
Screening Cc1ccc(N=c2c([N+](=O)[O-])nn(-c3ccc(Cl)cc3)n2O)cc1C returned RAD52 anneal inh -10, Xi reactivation -0.1, S100A4 MyoIIA -3, EWS-Fli block -16, FN deposition inh -5 and RAD54 branch -6.
`CO[C@@H]1CN(C)C(=O)c2cc(NS(C)(=O)=O)ccc2OC[C@H](C)N(Cc2nccs2)C[C@H]1C` gave RAD52 anneal inh -4, Xi reactivation -0.3, E-selectin induc -0.3, S100A4 MyoIIA -2, EWS-Fli block 1, FN deposition inh -17, esBAF inh -2 and RAD54 branch 5.
Screening C[C@H]1CN([C@@H](C)CO)C(=O)c2cccc(NC(=O)c3cnccn3)c2O[C@H]1CN(C)C(=O)Nc1ccccc1 returned RAD52 anneal inh -3, Xi reactivation -0.1, E-selectin induc 0.9, S100A4 MyoIIA -19, EWS-Fli block 2, esBAF inh -1 and RAD54 branch 20.
For COc1ccc(C(=O)N/N=C(/C)c2cccc(NC(=O)c3ccccc3F)c2)cc1 the results were RAD52 anneal inh 1, Xi reactivation 0.2, E-selectin induc 0.7, S100A4 MyoIIA 3, EWS-Fli block -50, FN deposition inh -2 and RAD54 branch -18.
`COc1ccc(C2=NN(C(=O)CSc3nc(=O)n4cccc(C)c4n3)C(c3ccc(C)cc3)C2)cc1` (configuration not stated) gave RAD52 anneal inh -15, Xi reactivation 0.1, S100A4 MyoIIA 7, EWS-Fli block 3, FN deposition inh 10, esBAF inh 6 and RAD54 branch -11.
Screening C[C@H]1CN([C@@H](C)CO)C(=O)c2cc(NC(=O)CCCN(C)C)ccc2O[C@H]1CN(C)CC1CCCCC1 returned RAD52 anneal inh -11, Xi reactivation 0.0, E-selectin induc 0.3, S100A4 MyoIIA 8, EWS-Fli block -1, esBAF inh -3 and RAD54 branch 7.
For Cc1ccc(CSc2nnc(-c3cnccn3)n2C)cc1 the results were RAD52 anneal inh -6, Xi reactivation -0.1, S100A4 MyoIIA -11, EWS-Fli block -5 and FN deposition inh -4.
`COc1cc(NC(=O)c2cc3ccccc3o2)ccc1NC(=O)c1ccco1` gave RAD52 anneal inh -14, Xi reactivation -0.1, E-selectin induc 9.2, S100A4 MyoIIA 3, EWS-Fli block 0, FN deposition inh -6, esBAF inh 11 and RAD54 branch 1.
For CCCSc1nnc(NC(=O)Cc2ccc(OC)c(OC)c2)s1 the results were RAD52 anneal inh -15, Xi reactivation -0.1, S100A4 MyoIIA -2 and EWS-Fli block 3.
Screening [O-]/C(=C(\C(=S)Nc1cccc2ccccc12)[n+]1ccccc1)c1ccc(OC(F)F)cc1 returned RAD52 anneal inh -4, Xi reactivation 0.0, S100A4 MyoIIA 1 and EWS-Fli block 4.
Screening CN1CCC(N(C)C(=O)COc2ccccc2Cl)CC1 returned RAD52 anneal inh 10, Xi reactivation 0.1, S100A4 MyoIIA -1, EWS-Fli block -5, FN deposition inh -4, esBAF inh -3 and RAD54 branch 8.
COc1ccc(N(C(=O)c2snc(C(N)=O)c2N)C(C(=O)NC2CCCC2)c2cc(OC)ccc2OC)cc1 (configuration not stated) was read as RAD52 anneal inh -8, Xi reactivation 0.0, S100A4 MyoIIA -8, EWS-Fli block 10, FN deposition inh -19, esBAF inh 0 and RAD54 branch 3.
For Cc1ccc(S(=O)(=O)NN2C(=O)c3ccccc3NC2c2ccccc2F)cc1 (configuration not stated) the results were RAD52 anneal inh -6, Xi reactivation 0.2, E-selectin induc 0.0, S100A4 MyoIIA -4, EWS-Fli block 8, FN deposition inh -7, esBAF inh -5 and RAD54 branch -1.
For CCN(CC)c1ccc(C(=O)NNC(=O)CCl)cc1 the results were RAD52 anneal inh -20, Xi reactivation 0.0, E-selectin induc -0.3, S100A4 MyoIIA 4, EWS-Fli block 16, FN deposition inh 8, esBAF inh -2 and RAD54 branch 11.
For C[C@@H]1CN([C@H](C)CO)C(=O)Cc2cc(NC(=O)Cc3cn(C)c4ccccc34)ccc2O[C@H]1CN(C)S(C)(=O)=O the results were RAD52 anneal inh 3, Xi reactivation -0.1, S100A4 MyoIIA -10, EWS-Fli block -11, esBAF inh -2 and RAD54 branch -11.

Quoted at random: 2 compounds from above
`COc1ccc(C(=O)C2CCCN(Cc3sc(N4CCCC4)nc3Cl)C2)c(OC)c1` (configuration not stated) gave RAD52 anneal inh -13, Xi reactivation -0.1, S100A4 MyoIIA 6, EWS-Fli block 12 and FN deposition inh -1.
For Cc1ccc(S(=O)(=O)NN2C(=O)c3ccccc3NC2c2ccccc2F)cc1 (configuration not stated) the results were RAD52 anneal inh -6, Xi reactivation 0.2, E-selectin induc 0.0, S100A4 MyoIIA -4, EWS-Fli block 8, FN deposition inh -7, esBAF inh -5 and RAD54 branch -1.

Source: PubChem
